Screening data from PubChem BioAssay.
PKA-R1A activ – activators of PKA-R1A complex; P00514+P68181; PKA-R1A dissociation, Cy5-IP20 fluorescence polarization; scaled: DMSO 0%, 113 µM cGMP 100%; activation, % at 11.4 µM; hit rate 0.083% among 340,000;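 active = percent activation above the mean of all tested compounds plus 3 SD, cut at about 19% in these data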;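 also: higher means more PKAc released from R1A so a rise in polarization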
MOR-DOR ag – OPRM1-OPRD1 heterodimerization agonism | P35372+P41143 | cells, luminescence | activation, % at 9.3 µM | hit rate 0.3% among 340,000 | AID 504326; in the data active = activation above about 18%;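 also: 0% = vehicle-treated cells and 100% = reference agonist; values of inactives mirror those of a sister screen read the other way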
phage Ecoli inh – E. coli growth loss with phage present; growth absorbance; inhibition, % at 11.9 µM; hit rate 0.26% among 360,000; AID 651602; in the data active = inhibition above about 11%
AddAB inh – less growth of phage-infected E. coli with AddAB; hit rate 0.29% among 330,000; inhibition, % at 11.9 µM; AID 435030; E. coli expressing H. pylori AddAB, absorbance growth; in the data active = inhibition above about 12%;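 also: 0% = vehicle wells of infected cells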
SUMO Mot1 rescue – blocks SUMOylation pathway, rescuing yeast Mot1-301 growth; S. cerevisiae Mot1-301 growth rescue, ATP luminescence, 38.5C; percent above DMSO median, 100 means doubled; growth rescue, % at 18.8 µM; hit rate 1% among 320,000;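 active = every valid replicate shows activation above 250% relative to neutral control wells; inactive = the rest, any valid replicate at or below 250%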;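 also: OY570 slx delta 5 strain wells were the positive control but not used for scaling; some compounds called inactive have numbers as strong as hits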
PfHsp90 yeast 2 – growth inhibition of yeast expressing Plasmodium Hsp90; S. cerevisiae expressing PfHsp90, BacTiter-Glo ATP, 48 h; yeast lacking PDR1 and PDR3 efflux regulators; inhibition, % at 9.4 µM; hit rate 0.32% among 310,000; AID 504621;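 active = every replicate shows inhibition above about 80%, whatever the replicate mean, limit read from the data; inconclusive = mean inhibition reaches the set limit but some replicate falls short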;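 also: 0% = DMSO neutral controls and 100% = 20 µM radicicol positive controls; yeast relying on Plasmodium falciparum Hsp90 in place of its own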
PKA-R2B activ – activates the human PKA-R2B holoenzyme complex; P22694+P31323; PKA-R2B holoenzyme dissociation, Cy5-IP20 fluorescence polarization; R2B truncated from residue 108, S112A mutant; 0% DMSO only, 100% 113 µM cGMP; activation, % at 11.4 µM; hit rate 0.079% among 340,000; AID 504700;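 active = activation above a cutoff set at the mean over all compounds plus 3 SD, cut at about 18% in these data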;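 also: higher means more holoenzyme dissociation and a rise in polarization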
Target sequence (P31323 whole entry, looked up, other chains not shown, the tested form may be a part): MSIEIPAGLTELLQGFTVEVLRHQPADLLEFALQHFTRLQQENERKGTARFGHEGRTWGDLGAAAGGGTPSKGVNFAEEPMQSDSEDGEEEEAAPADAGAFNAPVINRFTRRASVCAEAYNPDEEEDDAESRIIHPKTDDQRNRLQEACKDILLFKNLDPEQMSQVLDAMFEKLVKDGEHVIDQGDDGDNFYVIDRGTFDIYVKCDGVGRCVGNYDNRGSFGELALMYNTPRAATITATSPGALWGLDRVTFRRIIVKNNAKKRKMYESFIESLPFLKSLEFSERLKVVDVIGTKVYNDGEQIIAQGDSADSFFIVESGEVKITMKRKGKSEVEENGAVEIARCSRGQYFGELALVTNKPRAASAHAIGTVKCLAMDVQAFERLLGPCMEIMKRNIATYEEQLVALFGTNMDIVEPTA
E coli growth – bacterial growth inhibition, counter-screen for AddAB inhibitors. E. coli V3065 growth, OD600 absorbance, 18 h. inhibition, % at 11.9 µM. hit rate 0.27% among 330,000;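 active = inhibition above the campaign's mean inhibition across all tested compounds plus 3 SD, cut at about 9.9% in these data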;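 also: uninfected addAB+ strain grown without phage in ampicillin broth; 0% = DMSO wells and 100% = ciprofloxacin 0.95 µg/ml wells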
OPRM1-OPRD1 inv – mu-delta opioid heterodimer inverse agonism | AID 504357 | hit rate 0.21% among 340,000 | inhibition, % at 9.3 µM | cell-based MOR-DOR heterodimer luminescence | P35372+P41143; in the data active = inhibition above about 22%, passing the limit was not always enough;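 also: 0% = cells with DMSO and 100% = wells without cells with DMSO; values of inactives mirror those of a sister screen read the other way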
Tat export inh – blocks Tat-dependent protein export in E. coli; E. coli MC4100 TorA-mCherry Tat export, fluorescence; AID 488895; hit rate 0.036% among 340,000; inhibition, % at 10 µM;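 active = mean replicate inhibition at least 50% and at least half of replicates individually reaching 50%; inconclusive = only one of the two criteria met; inactive = neither criterion met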;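 also: exported cargo escapes ClpAP degradation while cytoplasmic cargo is degraded and loses fluorescence; 0% = median of neutral control wells and 100% = median of NaSCN control wells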
HTR5A inv ctr – counter-screen for OPRM1-OPRD1 inverse agonists: human HTR5A inverse agonism. hit rate 0.083% among 340,000. AID 504634. HTR5A cell line, luminescence. inhibition, % at 9.3 µM; in the data active = inhibition mostly above about 23%, no sharp cut-off; inactive = mostly below about 18%;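 also: 0% = cells with DMSO and 100% = no-cell wells with DMSO; some compounds called inactive have numbers as strong as hits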
Target sequence (P47898 whole entry, looked up): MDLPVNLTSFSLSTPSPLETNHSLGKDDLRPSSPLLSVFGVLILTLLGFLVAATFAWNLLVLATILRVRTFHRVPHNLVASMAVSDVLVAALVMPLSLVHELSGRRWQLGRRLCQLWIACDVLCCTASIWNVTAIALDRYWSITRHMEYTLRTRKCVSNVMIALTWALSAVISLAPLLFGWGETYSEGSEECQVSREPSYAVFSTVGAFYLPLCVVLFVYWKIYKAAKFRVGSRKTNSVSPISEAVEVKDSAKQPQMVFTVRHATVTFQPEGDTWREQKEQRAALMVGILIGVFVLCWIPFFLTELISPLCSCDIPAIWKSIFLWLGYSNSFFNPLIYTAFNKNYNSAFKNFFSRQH
Numbers without * were called inactive; ? = inconclusive; · = no result given; + = active, no number. Some of the compounds tested; rates above refer to the full screens.

SMILES	PKA-R1A activ	MOR-DOR ag	phage Ecoli inh	AddAB inh	SUMO Mot1 rescue	PfHsp90 yeast 2	PKA-R2B activ	E coli growth	OPRM1-OPRD1 inv	Tat export inh	HTR5A inv ctr
Cc1cc(NC(=O)CCC(=O)N2CCC3(CC2)OCCO3)no1	-4.0	2.2	1.1	-0.3	0.7	26.9	0.4	-0.2	-11.8	2.1	-19.7
CC12CC[C@H]3[C@@H](CCC4(O)C[C@H](O)CCC34/C=N/NC(=O)c3ccccc3[N+](=O)[O-])C1(O)CCC2C1=CC(=O)OC1 (stereo partly specified)	7.1	21.4*	-1.1	-1.7	-24.3	-8.4	8.7	0.2	-95.7	?	-38.2
O=C(CN1CCOCC1)c1ccc2cc[nH]c2c1	0.4	-0.4	0.1	-2.1	102.6	19.7	14.2	1.2	2.2	-5.6	-18.0
CN(C)c1ccc(/C=C2/C(=N\O)C3CCN2CC3)cc1	-13.5	-2.9	1.8	2.0	7.9	6.3	-14.9	0.7	14.6	-6.9	-17.9
COc1ccccc1NC1=NCCS1	4.4	-3.4	2.2	0.4	-1.3	10.7	0.9	2.7	17.2	-3.7	-1.9
CCCN(CCC)C1CCc2ccc(O)cc2C1 (stereo unspecified)	2.7	1.7	2.2	-0.9	-9.8	-0.5	15.4	0.0	-9.3	4.0	-139.4
CCOC(=O)C(O)(c1cn(C)c2ccccc12)C(F)(F)F (stereo unspecified)	-4.0	-1.3	-0.4	2.7	-1.2	21.1	-8.8	-0.5	7.6	-4.7	9.3
O=c1c2ccccc2nc(Cc2cccc([N+](=O)[O-])c2)n1-c1ccc(O)cc1	-1.5	0.3	0.0	-0.7	-6.0	0.9	-5.1	-1.3	-1.6	6.8	10.4
Cc1ccc(S(=O)(=O)N2CCCCC2)cc1NC(=O)CN1CC=C(c2ccccc2)CC1	-5.9	2.1	1.6	0.3	-0.5	14.3	-7.1	4.8	-11.1	-6.3	0.0
CSCCC(N=Cc1c(O)n(-c2ccc(F)cc2)c(=O)[nH]c1=O)C(=O)OC(C)(C)C (stereo unspecified)	-3.1	-0.7	1.3	1.7	-7.6	·	-13.9	0.1	3.7	1.6	7.1
FC(F)(F)c1ccccc1N1CC1c1ccncc1 (stereo unspecified)	2.6	-0.6	2.1	0.7	-3.1	6.6	-3.1	2.6	3.7	-17.0	-7.2
CCOC(=O)[C@]12Cc3cc(OC)ccc3[C@H]1N(Cc1ccccc1)C(=O)c1ccccc12	-3.4	-1.9	1.8	·	·	17.0	-14.0	·	11.1	7.2	-10.6
CC(C)CCn1c(N)c(C(=O)OCC2CCCO2)c2nc3ccccc3nc21 (stereo unspecified)	-7.6	-5.6	1.5	3.3	·	-6.1	-10.1	-0.6	30.4	0.8	-15.3
CCN(CC)C(=O)c1ccc(NC(=O)c2sccc2-c2ccccc2)cc1	3.0	-3.0	-0.9	-0.2	140.7	3.7	5.3	0.8	16.3	4.6	0.3
CNCCc1c(C)n[nH]c1C	4.8	-0.5	1.6	1.8	-21.2	-2.5	7.0	-0.2	2.5	-12.3	11.9
O=[N+]([O-])c1ccc(N2CCNCC2)c(Cl)c1	10.4	-2.7	2.8	0.9	4.0	-6.7	0.1	0.2	14.2	-4.0	-0.9
CN1CCN(S(=O)(=O)c2cnc(Cl)c(Br)c2)CC1	-8.9	-1.0	0.3	3.5	-8.4	-5.1	-11.6	1.8	5.0	-2.6	26.7
O=c1[nH]c(=O)n(Cc2ccccc2)c(O)c1C=NCCN1CCOCC1	-14.3	-5.2	0.7	-0.8	-3.4	-12.0	-1.5	2.9	23.9	2.4	26.7
COc1ccc(N2C(=O)NC(=O)/C(=C\c3cn(C)c4ccccc34)C2=O)cc1	-4.9	-3.1	·	2.7	-1.7	-3.9	-12.1	-0.5	14.4	-1.3	-23.5
CCc1ccc(CNCCc2c[nH]c3ccccc23)cc1	-4.4	1.4	2.5	-0.2	2.1	2.7	-1.6	1.5	-6.8	-11.3	-19.6
C=CCn1c(=O)c(C=Nc2cccc([N+](=O)[O-])c2)c(O)n(CCCC)c1=O	-4.1	-1.0	1.2	1.7	1.6	-22.4	7.0	-2.3	6.0	0.5	-12.5
C[C@]12CCC3C(CC[C@H]4C[C@H](O)CC[C@]34C)C1C[C@H](O)[C@H]2O (stereo partly specified)	-0.9	-2.8	0.4	·	·	-2.9	4.3	·	14.8	-4.8	-16.4
COc1ccc(C(C)=O)cc1Cc1c(O)[nH]c(=S)[nH]c1=O	0.9	-2.7	1.6	-1.6	-6.0	7.0	-8.5	0.5	15.6	11.0	11.0
CCOc1cc(C=C2C(=O)NC(=S)NC2=O)ccc1O	5.0	-3.9	3.3	·	·	9.7	-8.5	·	16.9	-1.9	0.8
CC(C)(C)[C@]1(O)C[C@@H]2OC(=O)C[C@@]23C(=O)O[C@@H]2OC(=O)[C@H](O)[C@]213	8.5	-1.0	2.3	1.3	-12.6	-2.9	-4.5	0.3	5.6	-6.9	12.5
COc1cc2c3cc1Oc1c(OC)c(OC)cc4c1[C@H](Cc1ccc(cc1)Oc1cc(ccc1O)C[C@H]3N(C)CC2)N(C)CC4	-16.1	-1.0	1.0	-0.9	18.4	-6.4	-7.8	-0.3	5.5	-7.7	1.0
CC(C)(C)n1cc(C(=O)c2ccccc2)cc1-c1ccccc1	-3.0	3.3	-1.7	-0.9	-11.6	18.8	-7.1	-0.4	-17.1	-3.2	-7.2
CCCN1CCCC(C(=O)c2cc(C)c(OC)c(C)c2)C1 (stereo unspecified)	-19.0	-1.3	0.6	1.5	4.5	0.9	-11.4	2.2	6.3	1.6	-1.7
Cc1ccc(Cn2cc(C=O)c3ccccc32)cc1	-11.6	-0.8	-0.8	-1.6	-11.5	3.2	-4.6	4.5	3.7	7.5	3.3
O=c1[nH]c(=O)n(Cc2ccccc2Cl)c(O)c1/C=C1/C=CC=N1	-0.6	-0.8	2.9	-2.8	-14.5	-9.2	-0.1	-0.9	4.2	-8.9	-5.5
C/C=C1\CN2[C@H]3C[C@@]45c6ccccc6N(C)[C@H]4[C@@H]2CC1C3[C@H]5O (stereo partly specified)	1.6	-2.7	-0.9	2.9	-2.6	19.5	-2.8	0.5	13.4	0.4	8.7
Cc1ccc(OP(=O)(NCc2ccccc2)Oc2ccc(C)cc2)cc1	-6.5	12.4	-0.2	1.8	516.7	-19.1	-9.3	-0.3	-65.7	21.2	10.6
CN1CN(c2ccccc2)C2(CCN(CCCSc3ccccc3NC(=O)/C=C/c3ccccc3)CC2)C1=O	13.2	·	1.9	·	·	19.6	-2.4	·	·	4.1	·
CC(C(O)c1ccccc1)N(C)CCn1cnc2c1c(=O)n(C)c(=O)n2C (stereo unspecified)	3.4	·	1.7	-2.5	-7.2	-10.4	4.5	-0.5	·	8.1	·
CCCCCCCCn1sccc1=O	2.4	-1.7	4.1	3.7	226.1	+	2.2	4.6	9.1	3.0	-10.4
CCCNC(=O)N1[C@H]2CC[C@@H]1C(C(=O)OC)=C(c1ccc(OC(F)(F)F)cc1)C2	-2.2	-2.3	1.1	0.8	-2.4	·	5.0	1.0	12.4	5.6	0.5
CC1C(OC(=O)CCC(=O)NC(C)(C)CO)O[C@H]2OC3(C)CC[C@H]4[C@H](C)CCC1C24OO3 (stereo partly specified)	2.9	9.0	6.5	3.2	66.8	-59.3	-3.4	4.1	-46.2	4.8	-10.1
CCCCNC(=S)N1CCn2cccc2C1c1cccnc1 (stereo unspecified)	-13.7	-2.1	1.9	0.3	4.7	-6.1	5.3	-1.3	9.9	-1.7	5.8
CCC1(Oc2ccccc2)C(=O)NC(=O)NC1=O	11.0	-1.5	1.6	·	·	16.2	-13.8	·	7.8	2.9	14.2
Cn1c(O)c(C=NCCN2CCN(C(=O)c3ccccc3)CC2)c(=O)n(C)c1=O	7.2	0.2	1.3	-1.4	-8.3	-7.8	11.6	-0.7	-1.3	-3.3	8.6
O=C(O)C1=CC2c3ccccc3C1c1ccccc12	5.0	-1.3	-1.1	1.9	-14.8	17.9	-17.7	2.1	6.7	1.6	-25.7
CC1CCN(CC(=O)c2ccc3c(c2)OCCO3)CC1	-0.3	-1.1	2.7	-0.8	·	-7.1	-2.2	-0.6	5.1	1.7	-4.3
Cc1ccc(S(=O)(=O)CC(C)(O)C(=O)Nc2cccc(C(F)(F)F)c2)cc1 (stereo unspecified)	6.9	0.2	0.4	3.1	-9.7	-5.8	4.3	1.0	-1.3	-4.7	15.5
CN1C(=O)C(c2ccc([N+](=O)[O-])cc2[N+](=O)[O-])C(=O)N(C)C1=O	-0.1	-3.8	-1.3	-0.2	-5.6	22.6	3.3	-0.3	17.4	-4.4	12.6
NC(N)=Nc1ccc2[nH]c3c(c2c1)C[C@@]1(O)[C@H]2Cc4ccc(O)c5c4[C@@]1(CCN2CC1CC1)C3O5 (stereo partly specified)	1.1	-2.4	3.7	2.7	·	·	-2.9	0.8	9.8	-4.1	-27.1
O=c1c2ccccc2nc(/C=C/c2ccco2)n1-c1ccccc1O	-2.9	-0.7	1.8	4.0	0.2	1.3	0.4	-0.3	3.8	2.7	6.0
CSCCC(NC(=O)CCC(=O)OC1CC[C@H]2[C@@H]3CC[C@H]4CC(=O)CC[C@]4(C)[C@H]3CC[C@]12C)C(=O)O (stereo partly specified)	-5.1	-3.0	-0.4	0.5	21.3	23.9	-0.6	-0.1	13.8	-1.1	6.1
CC(=NCc1ccco1)c1c(O)n(-c2ccc(Cl)cc2)c(=O)[nH]c1=O	2.7	-3.3	1.5	0.4	122.0	-3.7	2.1	-0.5	17.6	-2.6	-30.4
NC(=O)c1c(Br)n(C2OC(CO)C(O)C2O)c2ncnc(N)c12 (stereo unspecified)	12.7	-1.1	4.4	·	·	1.4	-2.4	·	5.0	-13.2	-7.4
CCOC(=O)C(NC(=O)CC)(Nc1ccc(C(O)(C(=O)OCC)C(F)(F)F)cc1C)C(F)(F)F (stereo unspecified)	-1.1	-1.4	2.5	-3.2	-2.6	·	-2.6	-0.7	8.3	8.8	15.2
O=C(C[N+]12CCN(CC1)CC2)NCCc1ccc(Cl)cc1Cl	-11.5	-1.3	3.4	2.9	-6.1	7.7	-15.0	-1.1	6.5	-9.3	7.5
COc1ccc(CCNC(C)CCc2ccc(OC)cc2)cc1 (stereo unspecified)	4.5	3.9	2.5	-0.3	81.4	-7.7	-10.8	1.2	-23.1	-2.2	-1.1
